Vif-APOBEC3G blk = blocks the Vif interaction with human APOBEC3G | Potency, µM (doses to about 46.1 µM), inactives show top-dose activity, negative = active, most hits filed as inhibitors | actives 0.076% (n = 410,000) | HeLa A3G-eYFP + Vif (tagged APOBEC3G with the HIV-1 protein that degrades it), YFP fluorescence, overnight | Q9HC16;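 further: potency means the concentration at half of the fitted maximal effect; on the % scale 0 is the no-effect control and ±100 the full control effect; nearly all actives have a fitted effect of over 60% in size; hits raise eYFP signal because A3G escapes Vif-driven loss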
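HeLa cells stably expressing Vif and C-terminally eYFP-tagged A3G, seeded overnight at 37 deg C, then exposed to compound by pintool overnight at 37 deg C. Rise in yellow fluorescence (Ex 488/Em 500-530, Acumen) marks blocked Vif-driven A3G degradation.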
RGS4 inhibitor = human RGS4 inhibition; Transcreener GDP fluorescence polarization, RGS4-accelerated GTP hydrolysis; P49798; actives 0.039% (n = 390,000); Potency, µM (doses to about 114 µM), for the others: at the top dose activity change, negative = inhibition, actives largely listed as inhibitors; further: potency means the concentration at half of the fitted maximal effect; on the % scale 0 is the no-effect control and ±100 the full control effect; nearly all actives have a fitted effect of over 75% in size; some results filed as inactive show a strong effect at the top dose
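MLSMR compounds (23 nl, pin-transferred) preincubated 10 min at room temperature with a 500nM (2x) first reagent, then RGS4 at 900nM (2x) plus Transcreener GDP mix added; fluorescence polarization (620/688 nm) read before and after 90 min at 30 °C.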
LDHA block = blocks human lactate dehydrogenase A; P00338; purified LDHA, NADH/diaphorase-resazurin fluorescence; hits give low values; activity change, % (values are at about 110 or 230 µM); actives 0.15% (n = 480,000); AID 1347041; in the data active means activity change below about -30%; inconclusive means mostly about -25% to -30%;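 further: plate controls were DMSO wells for no effect and wells without enzyme for full effect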
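LDH5 2 nM; NADH 0.06 mM, pyruvate 0.2 mM; 200 mM Tris pH 7.4, EDTA, Tween-20; 5 min RT. Detection: diaphorase 0.133 mg/mL + resazurin 37 µM, fluorescence ex540/em590 at 0 and 20 min; normalized to enzyme-free and DMSO wells.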
Vif-A3F inh = blocks the Vif interaction with APOBEC3F | HeLa A3F-eYFP + Vif (tagged APOBEC3F with the HIV-1 protein that degrades it), YFP fluorescence increase | Potency, µM (highest dose often 46.1 µM), without a hit: top-dose activity, negative = active | actives 0.2% (n = 390,000) | AID 602313; further: potency means the concentration at half of the fitted maximal effect; % of control where 0% means no effect; nearly all actives have a fitted effect of over 65% in size
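HeLa cells stably expressing Vif plus C-terminally eYFP-tagged A3F were seeded, incubated overnight at 37 deg C, dosed with compound, incubated overnight again at 37 deg C. Yellow fluorescence (Ex 488/Em 500-530) reported blocked Vif-mediated A3F-eYFP degradation.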
D2 antag = antagonists of human D2 dopamine receptor; HEK293 TREx D2 cells, calcium flux, dopamine EC80; inhibition, % at 10 µM; actives 2% (n = 340,000); AID 485344; in the data active means inhibition above about 30%; further: 0% is about no effect
Target sequence (P14416 whole entry, looked up): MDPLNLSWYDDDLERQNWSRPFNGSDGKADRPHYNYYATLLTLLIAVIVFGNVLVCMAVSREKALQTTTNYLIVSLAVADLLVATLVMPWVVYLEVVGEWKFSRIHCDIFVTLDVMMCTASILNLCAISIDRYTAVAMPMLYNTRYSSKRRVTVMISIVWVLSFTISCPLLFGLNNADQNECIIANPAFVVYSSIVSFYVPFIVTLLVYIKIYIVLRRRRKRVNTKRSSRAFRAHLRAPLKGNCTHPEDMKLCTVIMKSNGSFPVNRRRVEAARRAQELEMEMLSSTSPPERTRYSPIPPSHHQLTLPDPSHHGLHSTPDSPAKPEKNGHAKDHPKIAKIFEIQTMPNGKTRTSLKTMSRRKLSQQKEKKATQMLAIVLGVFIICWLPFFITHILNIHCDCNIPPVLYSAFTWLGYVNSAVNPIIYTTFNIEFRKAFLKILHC
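HEK293 T-REx D2 cells, tet-induced, calcium dye no-wash. Cpd pintool add, 180 s kinetic, then EC80 DA, 180 s kinetic. Ca flux read.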
D2 ag = agonists of human D2 dopamine receptor. AID 485358. actives 0.53% (n = 340,000). HEK293 T-REx D2 cells, calcium flux agonist mode. P14416. activation, % at 2 µM;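 active means activation over 3 SD above normal in the single-dose calcium agonist read, cut at about 30% in these data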; further: 0% is about no effect
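Tetracycline-induced HEK293 T-REx cells with force-coupled D2 receptor, plated overnight at 30 C, loaded with no-wash calcium dye. After a 10 s baseline, compound was pin-added and calcium flux read kinetically for 180 s; calcium rises flagged agonists.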
ERG-DNA inh = ERG Ets/DNA interaction inhibition; Potency, µM (series often up to 76.9 µM), for the others: at the top dose FP activity, negative = inhibition, usual class: inhibitors; AID 624246; fluorescence polarization, His-ERG Ets domain / labelled DNA; actives 0.028% (n = 370,000); active means well fitted inhibition curve with a large enough effect in the polarisation, with a control signal flat; inconclusive means small, poorly fitted or top-dose-only effect, or effect the other way, or a change in a side signal; inactive means no such curve, though single readings can be large or run the other way; the % refers to the polarisation;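 further: polarization taken with two DNA probes labelled with fluorescein and Texas red; potency means the concentration at half of the fitted maximal effect; % of control where 0% means no effect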
Target sequence (P11308 whole entry, looked up, the tested form may be a part): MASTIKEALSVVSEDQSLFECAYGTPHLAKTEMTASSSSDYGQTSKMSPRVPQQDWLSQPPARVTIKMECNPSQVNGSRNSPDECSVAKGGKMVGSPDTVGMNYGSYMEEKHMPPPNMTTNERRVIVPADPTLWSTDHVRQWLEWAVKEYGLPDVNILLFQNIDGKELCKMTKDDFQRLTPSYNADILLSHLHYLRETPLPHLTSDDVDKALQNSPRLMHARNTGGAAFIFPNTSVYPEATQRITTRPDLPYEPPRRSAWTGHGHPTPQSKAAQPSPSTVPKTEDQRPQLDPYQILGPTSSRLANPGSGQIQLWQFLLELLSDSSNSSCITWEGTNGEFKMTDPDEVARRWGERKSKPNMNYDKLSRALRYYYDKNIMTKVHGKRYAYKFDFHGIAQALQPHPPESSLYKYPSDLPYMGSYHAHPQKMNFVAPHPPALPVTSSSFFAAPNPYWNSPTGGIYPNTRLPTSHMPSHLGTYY
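His-tagged ERG Ets domain (1 uM in the protein solution; 300mM KCl, 50mM Tris-HCl, 1mM EDTA, 1mM DTT, pH 7.5) received compound, then a probe mix of 5 nM fluorescein-DNA and 100nM Texas-615-DNA. Fluorescence polarization was read for both dyes.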
ALOX12 inh = inhibitors of human 12S-lipoxygenase ALOX12; actives 1.1% (n = 580,000); purified 12hLO, xylenol orange hydroperoxide absorbance; P18054; AID 1671190; Potency, µM (series often up to 108 µM), for inactives: at the highest dose activity change, negative = inhibition, hits mostly inhibitors; further: potency means the concentration at half of the fitted maximal effect; on the % scale 0 is the no-effect control and ±100 the full control effect
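Hydroperoxide product was detected by ferrous iron/xylenol orange as the 573 to 405 nm absorbance ratio. Arachidonic acid at 40 uM (final) was turned over for 30 min at room temperature by 150 nM human 12hLO, pH 7.0 Hepes buffer, after 15 min compound preincubation.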
Glioma ERSR ind = induces the endoplasmic reticulum stress response in human glioma cells | actives 0.02% (n = 420,000) | U87-MG GRP78 promoter luciferase reporter, 16 h | Potency, µM, for inactives: top-dose activation, usual class: activators; further: potency means the concentration at half of the fitted maximal effect; series mostly up to about 76 µM; % of control where 0% means no effect; nearly all actives have a fitted effect of over 35% in size
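Stably transfected U87-MG human glioma cells carrying a GRP78-based luminescent sensor were seeded at 1000 cells/well, pin-dosed with compounds and incubated 16 h. Luciferase reagent was then added, and end-point luminescence was read after 10 min at room temperature.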
* marks the source's active call; other numbers are inactive results; i = inactive; ? = inconclusive; nt = not tested or not shown; & = joins results of further samples; [ ] = another dose, or the depositor's remark. Unless noted, the call rests on the fitted dose curve; in most records, active means well fitted curve in the direction sought with a large enough effect; inconclusive means small, poorly fitted or top-dose-only effect, or another doubt; inactive means no such curve, though single readings can be large; an effect the other way counts as inactive or inconclusive.

#	mol	D2 antag	LDHA block	Glioma ERSR ind	Vif-APOBEC3G blk	D2 ag	ERG-DNA inh	Vif-A3F inh	RGS4 inhibitor	ALOX12 inh
1	Cc1nccc2[nH]c(=O)c(C(=O)NC3CCCCC3C)cc12 (centres undefined)	-3	-6	-7%	1%	0.4	-2%	nt	1%	0%
2	O=c1nc(-c2ccccc2)c2cc(Cl)ccc2[nH]1	-9	1	0%	-5%	0.2	nt	-11%	15%	15%
3	Cc1ccc(OCCSc2nnc(-c3cccs3)o2)cc1Cl	nt	-3	-4%	4%	4.1	0%	1%	-2%	-24%
4	CCCCC(=O)Nc1cc(OC)c(NC(=O)C2CCCCC2)cc1OC	15	0	-2%	-1%	-0.2	-8%	3%	-13%	-13%
5	CN(C)CCN(C(=O)c1cccc(N2C(=O)CCC2=O)c1)c1nc2ccc(Br)cc2s1	-21	-6	3%	2%	0.2	-7%	-2%	11%	?
6	Cc1c(C(=O)Nc2ccc(F)c(Cl)c2)sc2nc3n(c(=O)c12)CCC3	nt	4	-2%	1%	0.3	9%	-1%	11%	2%
7	CCN(CC(=O)Nc1c(F)cccc1F)C(=O)CCc1ccc(OC)cc1	20	-3	-4%	0%	-0.4	-4%	2%	-33%	-3%
8	CCOC(=O)c1c(S(=O)(=O)N2CCc3ccccc32)c(C)n(C)c1C	5	0	-3%	-1%	-0.3	-11%	-5%	15%	0%
9	Cn1cc(CN(CCCN2CCOCC2)C(=S)Nc2cccc(Cl)c2)c2ccccc21	3	-5	-4%	1%	1.1	3%	1%	25%	4%
10	COc1ccc(Cc2nc3ccc(C(=O)N4CCC(N(C)C)C4)cc3o2)cc1 (centres undefined)	-7	-7	0%	0%	-0.9	1%	-8%	13%	?
11	CNC(=O)c1cc2c(=O)n3cccc(C)c3nc2n(C(C)C)c1=N	4	5	-3%	1%	0.5	-2%	1%	-27%	0%
12	C=CCn1c(COc2ccccc2)nnc1SCC(=O)O	-6	-1	-5%	0%	0.4	1%	4%	-6%	?
13	CC(=O)Nc1ccc(NC(=O)CSc2nnc(-c3ccco3)o2)cc1	-7	2	-7%	1%	1.3	15%	-8%	5%	1%
14	COc1cc(=O)[nH]c(=O)n1C(=O)Cc1ccccc1	-3	-8	-4%	1%	-0.5	6%	5%	-61%[11.4 µM]	0%
15	Cc1cc(NC(=O)c2ccc(Cl)cc2)n(CCC#N)n1	2	-3&3	-2%	9%	0.6	-9%	15%	36%	-2%&-2%
16	COC(=O)c1ccsc1NC(=O)CS(=O)(=O)c1ccccc1	31*	-5	-3%	2%	-0.3	-10%	-2%	-4%	-28%
17	O=C(O)CCc1ccc(-c2ccc(Cl)cc2)n1-c1cccc(C(F)(F)F)c1	nt	1	7%	-10%	-0.1	-3%	0%	-25%	-78%
18	CCc1c(C)nc2[nH]nc(-c3ccccc3C)n2c1=O	nt	-4	-3%	-2%	nt	-9%	-3%	?	11%
19	CCOc1ccc(CCNC(=O)c2sc3ncccc3c2-n2cccc2)cc1OCC	nt	1	0%	-1%	0.5	9%	-5%	16%	-13%
20	O=C(Nc1cc(C(F)(F)F)ccc1N1CCOCC1)c1cccc(S(=O)(=O)N2CCOCC2)c1	nt	0	-5%	3%	nt	nt	-7%	nt	-29%
21	O=C(c1ccc(CN2CCOCC2)cc1)N1CCN(c2cccc(Cl)c2)CC1	-2	-3	-2%	-10%	0.6	-4%	-7%	-9%	0%
22	Cc1cc(Cl)ccc1NC(=S)N1CCOCC1	-16	-3	-3%	0%	0.5	1%	-13%	-27%	-29%
23	Cc1cc(=O)oc2c3c(cc(OCC(=O)Nc4ccc(CCO)cc4)c12)OC(C)(C)CC3	-11	1	0%	-4%	1.0	2%	8%	-7%	-11%
24	C/C(=N\NC(=O)c1cccs1)c1c(O)cc(C)oc1=O	3	0	12%	-3%	0.0	25%	1%	24%	21%
25	O=C(O)CC(NC(=O)c1ccc2c(c1)OCO2)c1cccc([N+](=O)[O-])c1 (centres undefined)	nt	-17	-1%	0%	nt	-5%	3%	27%	?
26	COCCNC(=O)C1c2cc(OC)c(OC)cc2C(=O)N(C)C1c1cccnc1 (centres undefined)	10	-3	2%	0%	0.6	-2%	10%	10%	-2%
27	O=C(Nc1cccc([N+](=O)[O-])c1)N1CCN(c2ccccc2)CC1	-11	2	3%	-3%	0.0	8%	-1%	-22%	-19%
28	Cc1ccc(N2CC(C(=O)NC3CCCCCC3)CC2=O)cc1 (centres undefined)	nt	-1	-3%	3%	nt	nt	1%	nt	1%
29	Cc1cc(C)cc(-n2c(SCC(=O)N3CCCC3)nc3c([nH]c4ccccc43)c2=O)c1	nt	0	-2%	-2%	nt	-1%	-6%	2%	-18%
30	CCOC(=O)Cn1c(=N)n(CCOc2ccc(F)cc2)c2ccccc21	2	-2	-4%	0%	0.5	-8%	11%	-2%	?
31	COc1ccc(F)cc1C(=O)C1CCCN(Cc2c(C)n(C)n(-c3ccccc3)c2=O)C1 (centres undefined)	21	2	-3%	0%	0.1	9%	-5%	-3%	12%
32	COc1cccc(C(=O)Nc2nc(C)cs2)c1	5	-5	-7%	0%	0.1	-7%	-1%	-13%	?
33	C#CCOCCOCCOCCNc1nc(N2CCOCC2)nc(N2CCN(C(=O)[C@H](C)n3cc(CCC(=O)O)nn3)CC2)n1	nt	-2	-1%	0%	nt	7%	-10%	-2%	-14%
34	CCc1ccc(NC(=O)CC(NCc2cccnc2)C(=O)O)cc1 (centres undefined)	nt	-11	-3%	3%	nt	-2%	4%	25%	-29%
35	CCOC(=O)[C@@H]1[C@H]2COc3cc(OC)ccc3[C@@H]2N2C(=O)N(c3cccc(C)c3)C(=O)[C@]12C	nt	-2	-3%	4%	nt	-3%	1%	7%	-1%
36	CCn1c(CNC(=O)COc2ccc(C(C)C)cc2)nnc1SCC(=O)Nc1ccccc1F	3	2	-4%	0%	0.5	nt	-4%	0%	19%
37	Cc1cc(NC(=O)CN2C(=O)C(C)(C)c3ccccc32)ccc1Br	nt	-2	-3%	1%	-0.3	-3%	2%	-15%	-16%
38	Cn1c(=O)c2c(nc(CN3CCN(c4ccccc4F)CC3)n2CCN2CCOCC2)n(C)c1=O	-9	-3	-2%	0%	0.5	1%	4%	-1%	0%
39	NNC(=O)Cn1cnc2ccccc21	-1	0	-1%	3%	0.5	3%	-3%	-8%	i
40	CC(=O)O/N=C(\N)c1ccc(-c2csnn2)cc1	9	-1	3%	2%	-0.2	2%	0%	8%	?
41	Cc1ccc(CNc2ccc(N3CCOCC3)c(Cl)c2)cc1	2	4	2%	-1%	-0.9	-1%	-7%	-14%	-59%
42	CS(=O)(=O)N1CCC(Oc2cccc(C(=O)NCCCOc3cccnc3)c2)CC1	-1	-4	-2%	2%	0.2	7%	-4%	-1%	4%
43	Cc1cccc(S(=O)(=O)NC(Cc2c[nH]c3ccccc23)C(=O)O)c1 (centres undefined)	-12	0	-3%	3%	0.6	0%	2%	-12%	1%
44	Cc1ccc(N2C(=O)CSC23C(=O)N(CC(=O)Nc2ccccc2F)c2ccccc23)cc1C (centres undefined)	nt	3	-5%	-4%	-0.5	2%	10%	-9%	-10%
45	CC1CCN(C(=O)C2COc3ccccc3O2)CC1 (centres undefined)	-24	-5	3%	-1%	0.0	-14%	-2%	6%	0%
46	CNc1nc(-c2ccccc2)[n+](-c2ccc(C)cc2)s1	-1	-12	-4%	0%	0.0	-9%	-24%	?	7.1µM*
47	Cc1cc(C)c2c(=O)cc(C(=O)NCc3ccccc3)oc2c1	2	-1&1	-8%	0%	-0.8	-16%	-10%	-49%	0%&7%
48	COCc1c(C(=O)N/N=C\c2ccccn2)nnn1-c1nonc1N	-1	-2	-2%	1%	6.5	3%	-15%	23%	0%
49	CS(=O)(=O)N(CC(=O)NCCC1=CCCCC1)c1cccc([N+](=O)[O-])c1	7	-6	-2%	1%	-0.1	-1%	-3%	22%	1%
50	CCOC(=O)CNC(=O)CSc1nnc(-c2ccc(OC)cc2)n1CC	35*	-9	-2%	-1%	0.5	-3%	10%	-7%	0%
51	Fc1cccc(-c2csc(-c3ccno3)n2)c1	3	-1	3%	-1%	-0.6	2%	3%	-36%	-24%
52	COc1ccccc1C(=O)Nc1ccc(NC(=O)c2ccco2)c(C)c1	11	-1	2%	-4%	0.7	-12%	-7%	-10%	?
53	COc1ccccc1/C=C1\SC(N2CCC(C)CC2)=NC1=O	-16	1	8%	-2%	-1.6	-16%	-5%	-17%	0%

Assay outcomes: PubChem BioAssay, National Center for Advancing Translational Sciences (NCATS)

This is a subset; rates above refer to the full screens.
